Screens (PubChem BioAssay)
Apoferritin bind: candidate novel general anesthetic via apoferritin binding; P02791; apoferritin/1-aminoanthracene competitive binding, fluorescence; Potency, µM (series often up to 77.5 µM), without a hit: at the top dose activity change, negative = displacement, actives largely listed as inhibitors; 0.074% of 350,000 active; AID 485281; note: potency is the fitted concentration of half-maximal effect; % is set by controls: 0 for no effect and ±100 for the full control effect; nearly all actives have a fitted effect of over 20% in size
Target sequence (P02791 2-175 limits assumed): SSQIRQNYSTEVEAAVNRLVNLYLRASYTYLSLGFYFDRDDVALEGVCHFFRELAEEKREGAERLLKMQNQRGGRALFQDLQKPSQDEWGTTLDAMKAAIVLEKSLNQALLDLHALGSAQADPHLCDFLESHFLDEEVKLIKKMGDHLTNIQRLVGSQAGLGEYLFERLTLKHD
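Probe: 1-aminoanthracene (50% saturated, PBS). Protein: horse-spleen apoferritin, 10 uM. Incubation: 10 min, room temperature. Detection: 380 nm excitation, 535 nm emission. Analysis: normalized response, four-parameter Hill.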
Pol beta inh: blocks human DNA polymerase beta activity | Pol beta primer extension/strand displacement, fluorescence kinetic | P06746 | AID 485314 | Potency, µM (highest dose often 114 µM), inactives show top-dose activity change, negative = inhibition, usual class: inhibitors | 1.3% of 340,000 active; note: potency is the fitted concentration of half-maximal effect; % is set by controls: 0 for no effect and ±100 for the full control effect
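Pol beta (10 nM) was preincubated with compound for 15 min at room temperature. The reaction was then started with 50 nM substrate and read immediately and after a further 10 min at room temperature.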
Pol kappa inh: inhibitors of human DNA polymerase kappa; Q9UBT6; purified Pol kappa, fluorescent DNA synthesis assay, 10 min; Potency, µM (highest dose often 107 µM), inactives show at the highest dose activity, negative = inhibition, most hits filed as inhibitors; 0.53% of 400,000 active; note: potency is the fitted concentration of half-maximal effect; % is set by controls: 0 for no effect and ±100 for the full control effect
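Fluorescent qHTS in 1536-well format: enzyme (10 nM) and compound sat 15 min at room temperature before 50 nM substrate (final) was added. Signal taken at 0 and 10 min; no-enzyme buffer wells were negative controls.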
12-LOX inh: inhibitors of human 12S-lipoxygenase ALOX12 | Potency, µM (highest dose often 108 µM), without a hit: top-dose activity change, negative = inhibition, hits mostly inhibitors | AID 1671190 | purified 12hLO, xylenol orange hydroperoxide absorbance | 1.1% of 580,000 active; note: potency is the fitted concentration of half-maximal effect; % is set by controls: 0 for no effect and ±100 for the full control effect
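Purified human 12hLO (150 nM final) in 25 mM Hepes, 0.01% Triton X-100, pH 7.0 was preincubated 15 min at room temperature with compound. Then 40 uM arachidonic acid was added, 30 min. Hydroperoxide was read by Fe-XO absorbance ratio 573/405 nm.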
TRHR ag: TRH receptor (human) agonism; P34981; TRHR cells, calcium flux fluo-8, FDSS agonist mode; activation, % at 2 µM; 0.18% of 360,000 active; AID 493084; in the data active = activation above about 30%; note: 0% is about no effect
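Steps: seed TRHR cells overnight; add fluo-8 no-wash Ca dye, RT 30 min–1.5 h; record 10 s baseline; pin-transfer compounds; monitor fluorescence 1 cycle/s for the agonist window. Calcium increases flag candidate agonists.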
ERG-DNA inh: blocks human ERG Ets domain binding to DNA; P11308; fluorescence polarization, His-ERG Ets domain / labelled DNA; Potency, µM (series often up to 76.9 µM), for inactives: top-dose FP activity, negative = inhibition, actives largely listed as inhibitors; 0.028% of 370,000 active; active = well fitted inhibition curve with a large enough effect in the polarisation, with a control signal flat; inconclusive = small, poorly fitted or top-dose-only effect, or effect the other way, or a change in a side signal; inactive = no such curve, though single readings can be large or run the other way; the % refers to the polarisation;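 note: polarization taken with two DNA probes labelled with fluorescein and Texas red; potency is the fitted concentration of half-maximal effect; % of control where 0% means no effect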
Target sequence (P11308 whole entry, looked up, the tested form may be a part): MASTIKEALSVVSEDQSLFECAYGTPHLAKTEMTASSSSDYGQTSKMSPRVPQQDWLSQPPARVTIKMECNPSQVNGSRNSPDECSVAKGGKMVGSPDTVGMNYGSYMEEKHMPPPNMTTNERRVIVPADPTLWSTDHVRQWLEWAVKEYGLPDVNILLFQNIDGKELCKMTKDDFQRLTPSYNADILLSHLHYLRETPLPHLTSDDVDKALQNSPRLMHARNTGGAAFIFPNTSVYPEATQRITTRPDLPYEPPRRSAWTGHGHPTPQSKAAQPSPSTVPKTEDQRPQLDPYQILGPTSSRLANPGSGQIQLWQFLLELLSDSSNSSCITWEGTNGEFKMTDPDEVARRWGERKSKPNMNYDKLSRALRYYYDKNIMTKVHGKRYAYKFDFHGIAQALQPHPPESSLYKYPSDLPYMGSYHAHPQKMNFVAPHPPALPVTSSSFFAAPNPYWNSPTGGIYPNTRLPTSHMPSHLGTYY
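His-tagged ERG Ets domain (1 uM in the protein solution; 300mM KCl, 50mM Tris-HCl, 1mM EDTA, 1mM DTT, pH 7.5) received compound, then a probe mix of 5 nM fluorescein-DNA and 100nM Texas-615-DNA. Fluorescence polarization was read for both dyes.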
BLM inh: Bloom syndrome helicase (human) inhibition. Potency, µM (highest dose often 56.1 µM), inactives show at the top dose activity change, negative = inhibition, most hits filed as inhibitors. 0.2% of 350,000 active. AID 2528. P54132. recombinant BLM DNA unwinding, fluorescence dequenching;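 note: potency is the fitted concentration of half-maximal effect; plate controls were vehicle for no effect and no enzyme for full effect; nearly all actives have a fitted effect of over 35% in size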
Pol iota inh: DNA polymerase iota (human) inhibition | Pol iota fluorescent replication assay, 10 min | Potency, µM (titrated, usually from 115 µM), for the others: top-dose activity, negative = inhibition, usual class: inhibitors | Q9UNA4 | 1% of 390,000 active | AID 588590; note: potency is the fitted concentration of half-maximal effect
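Pol iota at 10 nM preincubated 15 min with compounds at room temperature; reaction started with fluorescent substrate, 50 nM final. Fluorescence read kinetically at 0 and 10 min; buffer-only wells as negative control.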
APE1 inh: blocks human APE1 abasic DNA cleavage; Potency, µM (top dose mostly 65.8 µM), for the others: at the top dose activity change, negative = inhibition, most hits filed as inhibitors; 0.35% of 350,000 active; P27695; recombinant APE1, TAMRA/BHQ-2 abasic DNA cleavage fluorescence;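 note: potency is the fitted concentration of half-maximal effect; plate controls were vehicle for no effect and reference inhibitor for full effect; nearly all actives have a fitted effect of over 55% in size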
Target sequence (P27695 whole entry, looked up): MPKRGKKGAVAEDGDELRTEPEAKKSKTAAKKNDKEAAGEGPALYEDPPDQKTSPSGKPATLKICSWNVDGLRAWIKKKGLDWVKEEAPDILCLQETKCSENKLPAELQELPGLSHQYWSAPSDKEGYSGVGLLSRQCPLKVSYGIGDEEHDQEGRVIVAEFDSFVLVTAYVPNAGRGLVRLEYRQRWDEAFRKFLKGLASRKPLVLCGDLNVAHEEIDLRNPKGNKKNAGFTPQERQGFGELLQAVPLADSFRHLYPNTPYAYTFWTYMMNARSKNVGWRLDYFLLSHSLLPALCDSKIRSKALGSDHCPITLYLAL
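Kinetic fluorescence read (525 ex/598 em nm, three reads 60 s apart) of AP-site incision; signal = third minus first read. Enzyme 0.75 nM, dual-labelled THF duplex 50 nM, compound preincubation 15 min RT.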
Numbers without * were called inactive; ? = inconclusive; . = no result given; & = joins results of further samples; ! = a repeat was not active; [ ] = another dose, or the depositor's remark. Unless noted, calls come from the whole dose curve; as a rule, active = well fitted curve in the direction sought with a large enough effect; inconclusive = small, poorly fitted or top-dose-only effect, or another doubt; inactive = no such curve, though single readings can be large; an effect the other way counts as inactive or inconclusive. An excerpt; the hit share may differ from the screen's.

SMILES | Apoferritin bind | Pol beta inh | Pol kappa inh | 12-LOX inh | TRHR ag | ERG-DNA inh | BLM inh | Pol iota inh | APE1 inh
O=C(CSc1nnc(NC(=O)C2CC(=O)N(c3ccccc3)C2)s1)NCc1ccco1 (stereo not given) | -4% | 89µM* | ? | -11% | 0.8 | -1% | -5% | 50µM* | -9%
COc1ccc(CNC(=O)c2cccn2-c2nnc(N3CCCCC3)s2)c(OC)c1 | -16% | -14% | -17% | -8% | -0.7 | 5% | -1% | -14% | .
Cc1cccc(OCC(=O)Nc2ccc3c(c2)nc(CCN2CCN(C)CC2)n3C)c1 | -15% | 12% | -12% | -19% | 0.4 | -1% | -17% | 15% | 17%
O=C(O)c1cc(-c2ccccc2)nn1CC1CC(c2cccc([N+](=O)[O-])c2)=NO1 (stereo not given) | . | . | 3% | -3% | . | -22% | . | -19% | .
Cc1c(NC(=O)c2cc3ccccc3o2)c(=O)n(-c2ccccc2)n1C | -6% | 50% | -13% | -24% | -0.8 | -5% | 1% | 16% | -8%
O=C(CC1C(=O)NCCN1Cc1ccc(-c2ccccc2)cc1)NCC1CCOCC1 (stereo not given) | -9% | ? | 4% | -3% | 0.2 | -4% | 26% | 34%[activator] | 4%
Nn1c(COc2cccc(Br)c2)nnc1SCC(=O)N1CCc2ccccc2C1 | -18% | 11% | -7% | 0% | -0.9 | -4% | -6% | 13% | 2%
Cc1ccc(C)c(Cn2nnc3c(=O)[nH]c(C4CCCN(C(=O)c5ccco5)C4)nc32)c1 (stereo not given) | 2% | -2% | -2% | ? | 0.4 | 16% | -3% | 25% | 27%
CCN(CC(O)Cn1c2ccccc2c2ccccc21)S(=O)(=O)c1ccc(F)cc1 (stereo not given) | 0% | 0% | -10% | -6% | 0.1 | -5% | -14% | -6% | -4%
COc1ccc(C2Nc3ccccc3-c3cc(C)nn32)cc1OC (stereo not given) | -3% | -17% | -2%[60.1 µM] | 0% | 0.4 | 0% | 0% | 25% | .
CCn1c(SCc2ccc(Cl)cc2Cl)nc2nc3c(cc2c1=O)CCCC3 | -12% | 82% | 0% | -1% | -0.1 | -9% | 1% | -1% | 0%
COc1ccc(-c2nnc(SCC(=O)Nc3ncc(C)s3)n2-c2ccccc2)cc1OC | -2% | -5% | -3% | ? | -0.5 | -10% | -2% | -13% | 6%
COCCn1c(Cc2ccccc2)nnc1SCc1ccc([N+](=O)[O-])cc1 | -11% | -1% | 1% | -25% | -0.6 | 1% | 1% | 0% | 7%
Fc1ccc(Oc2nc(-c3ccccc3)nnc2C(F)(F)F)cc1 | -10% | 14% | -5% | -7% | -0.4 | -6% | -1% | -13% | -2%
CN(Cc1cccc(Cl)c1Cl)C(=O)c1ccc(NC(=O)CC#N)cc1 | 1% | 13% | -6% | -8% | 1.7 | -10% | -10% | 6% | 0%
CN(Cc1c(C(=O)N(C)Cc2ccccc2)nc2ccccn12)CC1Cc2ccccc2O1 (stereo not given) | -11% | 22% | -5% | 3% | -1.2 | -3% | -1% | 110%[activator] | 13%
CCn1c(=O)cc(OCC(=O)NCc2cccnc2)c2ccccc21 | -14% | 49% | -3% | -19% | 0.0 | 0% | 0% | 7% | 20%
COc1cccc(-n2c(C)nc3c(cnn3-c3ccc(C)cc3)c2=O)c1 | -19% | -1% | -8% | -26% | -0.2 | -5% | -4% | 3% | 0%
C1=Cc2ccccc2Nc2ccccc21 | -11% | -5% | -7% | 3% | -1.0 | -7% | -4% | 44%[activator] | -4%
CCOc1ccc(S(=O)(=O)NCCC(=O)N2CCN(c3ccc(OC)cc3)CC2)cc1 | -24% | 3% | 1% | ? | 0.7 | 7% | 0% | 18% | 1%

Among those listed so far, two have a nitro group on carbon.
SMILES | Apoferritin bind | Pol beta inh | Pol kappa inh | 12-LOX inh | TRHR ag | ERG-DNA inh | BLM inh | Pol iota inh | APE1 inh
O=C(O)c1cc(-c2ccccc2)nn1CC1CC(c2cccc([N+](=O)[O-])c2)=NO1 (stereo not given) | . | . | 3% | -3% | . | -22% | . | -19% | .
COCCn1c(Cc2ccccc2)nnc1SCc1ccc([N+](=O)[O-])cc1 | -11% | -1% | 1% | -25% | -0.6 | 1% | 1% | 0% | 7%

(cont.)
SMILES | Apoferritin bind | Pol beta inh | Pol kappa inh | 12-LOX inh | TRHR ag | ERG-DNA inh | BLM inh | Pol iota inh | APE1 inh
O=c1c2c(-c3ccccc3)ccnc2[nH]n1-c1ccccc1 | -3%&-6% | 30%&-1% | -12% | -4%&-12% | -0.3&-0.2 | -9%&-2% | 1%&0% | 89µM*! | 46%[activator]
Cc1ccc(S(=O)(=O)Nc2ccccc2F)cc1C(=O)NNC(=O)c1ccccc1O | . | . | -4% | -15% | 0.5 | 0% | . | -2% | 8%
Cc1cccc(N2N=C(C(=O)Nc3ccc(Cl)c(S(=O)(=O)N4CCOCC4)c3)CCC2=O)c1 | . | . | -17% | ? | 0.3 | 7% | . | -9% | 14%
O=c1[nH]c(=S)[nH]c2sccc12 | 0% | 20% | -7% | 8.9µM* | 1.2 | 9% | 2% | 104%[activator] | 1%
CCN(C(=O)Cn1c(=O)n(Cc2ccccc2)c(=O)c2c1c1cc(OC)ccc1n2C)c1ccccc1 | -3% | 17% | -1% | -11% | 0.1 | -2% | 0% | 7% | .
COCCNC(=O)c1c(N)n(-c2cccc(C)c2)c2nc3ccccc3nc12 | 704%[activator] | -22% | -16% | -5% | -2.0 | -1% | ? | 5% | -7%
CC(=O)N1CCN(c2csc3ccc(Br)cc3c2=O)CC1 | 8% | 2% | -9%[60.1 µM] | -28% | 0.8 | -2% | -1% | 40%[activator] | .
C[C@H](CO)N1C[C@H](C)[C@@H](CN(C)Cc2ccccc2)Oc2ccc(NC(=O)Cn3cnnn3)cc2C1=O | . | . | 3% | 5% | . | 0% | . | 22% | 1%
Cc1[nH]nc2c1C(c1ccsc1)C(C#N)=C(N)O2 (stereo not given) | 0% | 7% | -7% | 1% | 0.2 | 0% | -4% | 3% | 9%
COc1cccc(OCc2cc(C(=O)N(C)Cc3nc(C)cs3)no2)c1 | ? | 18% | -13% | 452%[activator] | -0.5 | -4% | -3% | 33%[activator] | 26%
O=C(CCCC1=NS(=O)(=O)c2ccccc2N1)N1CCN(c2ccc(Cl)cc2)CC1 | -5% | 3% | -5% | -6% | 0.0 | -8% | -2% | -17% | 2%
COc1ccc(NC(=O)Cn2c(=O)n(-c3ccccc3)c(=O)c3c4c(sc32)CCCC4)c(OC)c1 | -5% | 12% | 4% | ? | 0.6 | 3% | -6% | 15% | .
CCOc1ccc(N(C)S(=O)(=O)c2csc(C(N)=O)c2)cc1 | -6% | -1% | 6% | 0% | -0.2 | 8% | -3% | 37%[activator] | 5%
C[C@H](CO)N1C[C@H](C)[C@@H](CN(C)C(=O)NC2CCCCC2)Oc2ccc(NC(=O)Nc3ccccc3)cc2C1=O | . | . | 11% | -23% | . | 3% | . | 5% | 8%
COc1ccc(CCN2C(=O)C(C)=C(C)C2=O)cc1OC | -8% | -1% | 0% | 0% | 0.3 | -9% | 0% | -2% | -7%
COc1ccc(NC(C)=O)cc1NC(=O)C1CCCN1C(=O)c1cccs1 (stereo not given) | . | . | -3% | -1% | -0.2 | 4% | . | 36%[activator] | 12%
Cc1cc(C(=O)OCC(=O)N2CCOCC2)c(C)n1-c1ccccc1 | . | . | 6% | -1% | . | 3% | . | -21% | 20%
O=C1CCSc2ccc(Cl)cc2N1Cc1ccc(Cl)cc1 | 1% | 32% | -5% | 0% | -1.1 | 14% | -7% | -14% | -4%
Nc1ccc(C(=O)Nc2ccc3cc(S(=O)(=O)O)ccc3c2)cc1 | . | . | -18% | 0% | . | -6% | . | 2% | .
O=C(Cn1ncc2c1-c1ccccc1OC2)N1CCN(Cc2ccc3c(c2)OCO3)CC1 | -11% | 19% | -6% | 24% | 0.1 | -4% | 1% | -25% | 10%
CCCCNC(=O)C1CCC(CNS(=O)(=O)c2ccc(NC(C)=O)cc2)CC1 (stereo not given) | 2%&4% | 2%&22% | -16%[60.1 µM] | -11%&-4% | 1.2&0.3 | 2%&8% | -4%&-2% | 5%&-6% | 1%
NNC(=O)C(Cc1cnc[nH]1)NC(=O)OCc1ccccc1 (stereo not given) | -2% | -3% | 0% | 20% | -0.3 | 13% | -1% | -18% | -11%
CC(=O)Nc1cccc(NCC(=O)Nc2cc(S(=O)(=O)N3CCCCC3)ccc2Cl)c1 | . | . | -15% | 14% | . | -1% | . | 83%[activator] | -10%
COC(=O)c1cccc(NC(=O)CSc2nc(=O)cc(N)n2-c2ccccc2)c1 | -15% | ? | -23% | 0% | 0.4 | 1% | -10% | ? | 5%
O=C(NCc1ccccc1Cl)c1ccc2c(c1)ncn2-c1cccc(F)c1 | 7% | 5% | -10%[60.1 µM] | -15% | 0.0 | -1% | -3% | -21% | .
COc1ccc(/C=C/c2ccncc2)cc1 | -10% | 35% | -7% | 10% | -0.7 | -8% | -4% | 14% | 12%
CSc1nsc(SCC(=O)Nc2cccc(C(=O)O)c2)n1 | -10% | 29% | 2% | -26% | 0.4 | -4% | 2% | 25% | 1%[12.4 µM]
O=C(OCC(=O)N1CCCC1)c1ccc(Cl)nc1 | . | . | -2% | 1% | 1.1 | -9% | . | 30%[activator] | 6%
COC(=O)c1cc(NC(=O)c2cccc(C(F)(F)F)c2)c(=O)oc1C/C=N/OCc1cccc(Cl)c1Cl | ? | -1% | -30% | ? | 4.3 | 7% | -15% | 39%[activator] | 7%
O=C(N/N=C/c1ccc([N+](=O)[O-])cc1)c1[nH]ncc1Br | 0% | 2% | -14% | -2% | -0.6 | -4% | -2% | 73%[activator] | 2%
COC(=O)c1cnc(Oc2ccc(NC(=O)NC(=O)c3ccccc3Cl)cc2)cc1C(F)(F)F | 1% | 3% | 2% | 85%[activator] | 1.7 | 0% | -5% | 58%[activator] | 1%
